Compound activity from PubChem BioAssay.
STAT3 act: increases IL-6 driven STAT3 reporter signal; U3A cells, IL-6 STAT3-luciferase reporter, luminescence; 100% = signal with IL-6 EC80 alone; actives 0.91% (n = 190,000); activation (% of control), % at 5.6 µM; AID 871;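 active = activation above the screen-wide mean of compound activation plus 3 SD, cut at about 130% in these data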;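 note: 0% = background luminescence of wells with medium and substrate only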
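Assay system – human STAT1-deficient U3A cells with stable STAT3-luciferase reporter · Also added – IL-6 (33 ng/mL) · Schedule – compound 1 h, then IL-6 6 h at 37 °C · Technique – reporter luminescence signal · Evaluation – % activation versus median of IL-6-stimulated wells · Benchmarks – IL-6-only wells as 100% reference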
TLR4 MyD88 comp: TLR4-MyD88 interaction inhibition in cells | HeLa CL3-4 TLR4/MyD88 BLA complementation, FRET ratio | inhibition, % at 8.4 µM | actives 0.18% (n = 200,000) | AID 861; in the data active = inhibition above about 25%;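 note: 0% = vehicle and 100% = reference inhibitor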
Target sequence (O00206 whole entry, looked up): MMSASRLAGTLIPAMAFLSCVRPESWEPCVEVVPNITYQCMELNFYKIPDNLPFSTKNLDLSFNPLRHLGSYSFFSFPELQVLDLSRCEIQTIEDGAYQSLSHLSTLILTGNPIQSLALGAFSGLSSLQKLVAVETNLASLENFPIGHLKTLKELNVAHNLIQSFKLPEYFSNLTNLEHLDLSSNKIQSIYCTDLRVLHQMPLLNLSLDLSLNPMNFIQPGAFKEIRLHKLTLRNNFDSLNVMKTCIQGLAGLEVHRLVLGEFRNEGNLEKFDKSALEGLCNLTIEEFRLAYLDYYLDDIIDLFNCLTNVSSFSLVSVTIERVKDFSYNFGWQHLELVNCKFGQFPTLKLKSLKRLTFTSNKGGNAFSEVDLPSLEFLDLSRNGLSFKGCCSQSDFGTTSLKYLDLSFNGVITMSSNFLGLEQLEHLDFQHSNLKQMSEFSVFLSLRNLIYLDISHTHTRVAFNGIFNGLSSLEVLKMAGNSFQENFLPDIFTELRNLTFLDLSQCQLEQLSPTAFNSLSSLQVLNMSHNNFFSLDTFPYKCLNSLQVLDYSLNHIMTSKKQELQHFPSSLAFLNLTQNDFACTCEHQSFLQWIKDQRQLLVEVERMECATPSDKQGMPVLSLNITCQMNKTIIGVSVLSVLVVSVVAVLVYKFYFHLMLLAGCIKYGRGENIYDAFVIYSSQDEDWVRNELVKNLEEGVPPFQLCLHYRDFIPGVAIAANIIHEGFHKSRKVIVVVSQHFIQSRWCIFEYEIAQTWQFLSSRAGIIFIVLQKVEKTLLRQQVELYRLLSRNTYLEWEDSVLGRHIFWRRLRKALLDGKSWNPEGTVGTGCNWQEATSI
Target sequence (Q99836 whole entry, looked up): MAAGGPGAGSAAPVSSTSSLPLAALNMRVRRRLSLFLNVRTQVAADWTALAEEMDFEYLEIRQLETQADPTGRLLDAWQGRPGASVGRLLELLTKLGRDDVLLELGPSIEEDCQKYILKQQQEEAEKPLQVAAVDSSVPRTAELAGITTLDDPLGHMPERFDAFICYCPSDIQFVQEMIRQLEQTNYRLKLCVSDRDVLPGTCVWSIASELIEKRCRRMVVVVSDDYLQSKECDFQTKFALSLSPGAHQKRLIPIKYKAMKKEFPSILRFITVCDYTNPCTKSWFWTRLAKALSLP
NF-kB expr up: raises NF-kB expression in human neuronal cells; NF-kB reporter expression; hits give high values; fold change at 12.5 µM; actives 1.6% (n = 190,000); AID 1239; in the data active = fold change above about 3.3
APP 5'UTR act: APP 5'UTR luciferase reporter activation | SH-SY5Y APP 5'UTR luciferase reporter, luminescence; zero percent = DMSO vehicle wells | activation, % at 2 µM | actives 1% (n = 190,000) | AID 1276;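 active = activation above a set limit, based on mean plus 3 SD of controls, cut at about 140% in these data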; note: values of inactives mirror those of a sister screen read the other way
STAT1 blocker: reduces IFN-gamma driven STAT1 reporter signal; NIH 3T3 STAT1-luciferase reporter, luminescence; actives 0.35% (n = 200,000); inhibition, % at 5.5 µM;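 active = inhibition above a set limit, the mean inhibition across all tested compounds plus 3 SD, cut at about 34% in these data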;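 note: 0% = IFN-gamma with DMSO and 100% = IFN-gamma with 300 µM nifuroxazide; values of inactives mirror those of a sister screen read the other way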
STAT3 blocker: reduces IL-6 driven STAT3 reporter signal; inhibition, % at 5.5 µM; actives 0.89% (n = 190,000); U3A cells, IL-6 STAT3-luciferase reporter, luminescence; host cell line lacks STAT1;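 active = inhibition above the mean inhibition across all screened compounds plus 3 SD, cut at about 44% in these data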;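 note: 0% = DMSO only wells and 100% = 100 µM nifuroxazide control wells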
DTT redox prof: compounds producing H2O2 with reducing agent – biochemical, NIH compound library profiling, artefact control for MLSCN library redox annotation, primary screen. DTT-dependent redox cycling H2O2, phenol red/HRP absorbance; 100% = 100 µM peroxide control, 0% = buffer. actives 0.03% (n = 200,000). activation, % at 10 µM. AID 878;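 active = activation of at least 50% relative to the plate's high and low controls in the primary single-dose screen; inactive = activation below 50%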;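 note: compound incubated with DTT at 0.8 mM final as the reducing agent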
Hsp70 activator: switches on Hsp70 transcription. HeLa Hsp70 promoter luciferase reporter, luminescence; scaled: vehicle 0, proteasome-inhibitor control 100%. activation, % at 10 µM. AID 1203. actives 0.04% (n = 200,000);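 active = activation above the mean across all tested compounds plus 3 SD, cutoff set per campaign, cut at about 5.5% in these data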;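 note: 100% = MG132 at 30 µM as the positive control and 0% = DMSO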
HMGR II inh: E. faecalis class II HMG-CoA reductase inhibition. purified E. faecalis HMGR, NADPH absorbance 340 nm kinetic. inhibition, % at 10 µM. actives 0.41% (n = 190,000). AID 1066;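 active = inhibition above a set limit, the median over all tested compounds plus 3 SD, cut at about 9.5% in these data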;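 note: enzyme runs in reverse so mevalonate oxidation gives rising NADPH absorbance; 0% = complete reaction with DMSO and 100% = background rate lacking mevalonate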
STAT1 act: STAT1 signaling activation. actives 2.6% (n = 200,000). activation (% of control), % at 5.5 µM. NIH 3T3 STAT1-luciferase reporter, IFN-gamma, luminescence; 100% = IFN-gamma alone, no compound;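 active = activation above the screen-wide mean activation plus 3 SD, cut at about 130% in these data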;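 note: raw ratio to IFN-gamma control signal so 100% means no change and 0% no light; values of inactives mirror those of a sister screen read the other way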
* hit, by the source's call; . = no result given.

SMILES	STAT3 act	TLR4 MyD88 comp	NF-kB expr up	APP 5'UTR act	STAT1 blocker	STAT3 blocker	DTT redox prof	Hsp70 activator	HMGR II inh	STAT1 act
O=C(Cn1nc(-c2ccc(Cl)cc2)ccc1=O)N1CCN(c2ccccc2)CC1	102	-10	0.82	9	1	5	-0.4	-0.1	2	99
COc1ccc(O)c(CN2CCN(C/C=C/c3ccccc3)CC2)c1	102	3	1	7	2	2	-1.5	-0.1	0	99
O=C(Nc1ccc2c(c1)CCC2)c1ccc(Br)s1	85	0	11*	208*	-69	18	0.7	0.1	-2	165*
CC1CC1C(=O)Nc1ccc(-c2ccccc2)cc1 (configuration not stated)	94	-16	3.3*	121	-62	5	0.5	0.0	0	155*
CCOC(=O)C1C(=O)C=C(C)C(C(=O)OCC)C1c1ccc(OC)cc1 (configuration not stated)	101	-2	1.4	.	3	5	-13	-0.5	-3	98
Cc1ccc(CNC(=O)C23CN(Cc4ccccc4)CC2C(c2ccc([N+](=O)[O-])cc2)=NO3)o1 (configuration not stated)	101	-1	0.94	-1	2	4	-4.5	-0.1	-2	98
O=C(c1ccc2c(c1)OCO2)C1CCCN(C(=O)c2cnn(Cc3ccccc3)c2)C1 (configuration not stated)	99	2	1.2	8	-15	5	-1.1	-0.2	0	112
Nc1nc(C(F)(F)F)c(Br)c(=O)n1N	99	-22	1.1	-14	3	3	6.5	-0.3	-3	98
CCn1c(=O)cc(SCC(=O)NCCCN2CCN(c3ccc(F)cc3)CC2)c2ccccc21	85	5	0.78	-7	3	26	2.1	-0.3	-3	97
Cc1ccsc1/C=N/NC(=O)c1ccncc1	99	-16	1.3	3	5	10	0.3	0.0	0	96
N#C/C(=C\c1cccnc1)C(=O)Nc1ccc(C(=O)O)cc1	98	-6	1.3	-11	-9	8	1.0	-0.2	1	108
O=C(N/N=C/c1cc([N+](=O)[O-])ccc1N1CCCCCC1)c1ccccn1	108	-12	1.1	35	-7	-8	-0.4	-0.2	-1	106
COc1ccc(Nc2nccc(OC)c2C#N)cc1	100	-8	1	13	-1	9	1.8	-0.2	2	103
Cc1cc(=O)n2nc(N3CCCC(C(=O)NCCCN4CCc5ccccc5C4)C3)sc2n1 (configuration not stated)	106	1	0.87	-7	5	-2	-2.3	-0.2	-5	96
O=S(=O)(c1ccc(Cl)nc1)N1CCN(Cc2ccc3c(c2)OCO3)CC1	103	-22	1.2	7	6	0	-0.5	-0.2	-5	94
O=C(COc1ccc(C(=O)O)cc1)Nc1cccc(C(F)(F)F)c1	104	-6	1.5	12	1	4	-0.5	0.0	3	100
O=C(COC(=O)C1(c2ccccc2F)CCCC1)N1CCOCC1	102	-12	1.1	7	-5	3	0.1	0.1	-6	105
CCn1c(O)c(C=Nc2ccccc2)sc1=S	100	-3	3.4*	191*	-84	11	3.0	0.1	5	176*
O=C(c1cccnc1)N1N=C(C2CC2)CC1(O)C(F)(F)F (configuration not stated)	105	-18	1.2	3	-12	3	-0.3	-0.1	1	109
CC1=C(C(=O)Nc2ccccc2)C2(CCCCC2)C(C(N)=O)C(=S)N1 (configuration not stated)	110	-9	0.91	8	-7	-8	0.1	-0.3	0	106
COC(=O)c1ccccc1NC(=O)CN(C)S(=O)(=O)c1ccc(OC)cc1	104	12	1.1	.	-4	-1	0.9	-0.1	-4	104
Cn1c(CNc2nc3ccccc3n2C)nc2ccccc21	100	-4	1.8	30	-13	4	-2.9	0.1	-5	114
Cc1cc(NCC2CCCO2)n2c(nc3ccccc32)c1C#N (configuration not stated)	90	-3	0.74	-9	0	12	-0.4	0.1	0	100
N#CCSc1nnc(Cc2ccc3c(c2)OCO3)o1	104	-7	1.2	6	1	-4	-1.3	-0.1	2	99
O=C(NCCN1C(=O)S/C(=C/c2cccnc2)C1=O)C1CC(=O)N(Cc2ccccc2)C1 (configuration not stated)	102	-9	0.97	-1	-4	3	-0.2	-0.4	0	106
Cn1nc(C(=O)Nc2cccnc2)c2ccccc2c1=O	88	5	0.88	11	3	18	1.4	0.0	4	97
C#CCOCCOCCOCCNc1nc(N2CCN(C(=O)Cn3cc(CC(C)O)nn3)CC2)nc(N2CCN(C(=O)Cn3cc(CC(C)O)nn3)CC2)n1 (configuration not stated)	107	-3	1.1	11	-5	-11	0.2	-0.4	-5	104
CCC(/C=N/NC(=O)C(N)=O)CC	100	-9	0.95	-6	-3	-2	-0.1	0.1	-1	102
CCN1CCN(CC(O)COc2ccc3c(C)cc(=O)oc3c2)CC1 (configuration not stated)	99	-3	1.1	11	-11	3	-0.2	0.0	0	109
COC(=O)c1ccccc1NC(=O)Nc1cc(C)ccn1	100	-7	0.91	0	3	9	-0.9	-0.2	0	97
CCOC(=O)Cn1c2[n+](c3ccccc31)CC(O)CS2 (configuration not stated)	109	6	1	8	-15	-14	0.2	-0.2	1	114
COc1ccc(-n2[nH]c(C)cc2=O)cc1	111	-14	1.4	-4	4	-2	2.2	-0.3	-3	96
C=CCn1c(COc2cccc(C)c2C)nnc1SCC(=O)N1CCN(c2ccccc2)CC1	100	-6	0.55	-10	-1	3	0.3	-0.3	1	101
O=c1oc2cc(OCc3c(F)cccc3Cl)ccc2cc1-c1ccccn1	92	-15	1.4	-4	-13	16	-4.9	-0.4	0	112
COc1ccc(CCNC(=O)c2nc(-c3cccs3)no2)cc1OC	94	-10	1.2	5	18	18	-0.9	-0.1	1	83
CCCCN(CCCC)CC(O)COc1ccccc1C(=O)Nc1ccccc1 (configuration not stated)	108	0	1.1	-5	6	-2	-1.5	1.5	2	93
CC(CNc1ccccc1O)C(=O)O (configuration not stated)	104	-13	1.1	17	-7	-2	0.1	-0.1	0	106
CCOc1ccc(C(C)=O)cc1CSc1nnc(-c2ccncc2)n1CCOC	101	-7	0.95	5	-3	4	0.4	0.1	-9	100
Cc1ccc(NC2(c3nnnn3-c3c(C)cccc3C)CCCCC2)cc1	100	-7	1.2	-8	4	-2	-0.5	-0.3	-5	96
COC(=O)/C=C/c1ccc(OC(=O)OC)c(OC(=O)OC)c1	96	2	1.3	-22	-1	-1	-0.1	-0.4	-9	101
Cc1ccc(C)c(OCc2nnc(SCC(=O)NC(=O)NCc3ccco3)o2)c1	106	-17	1	-14	-5	-1	-1.1	-0.2	0	102
COC(=O)c1cnn(-c2ccccc2)c1-n1cccc1C=O	99	-20	1.1	-21	-1	4	-1.3	-0.3	-3	99
c1ccc2c(c1)nc(N1CCOCC1)c1ccccc12	92	6	1	-21	-1	17	0.1	0.0	2	101
O=S(=O)(/N=S1/CC=CCN1S(=O)(=O)c1ccccc1)c1ccccc1 (configuration not stated)	96	-8	0.96	1	17	4	4.2	-0.5	1	84
CC(=O)NC(Cc1c[nH]c2ccccc12)C(=O)Nc1ccc2c(c1)OCO2 (configuration not stated)	107	6	1.3	26	-3	-6	-0.2	0.1	3	104
Cc1cc(OC(=O)c2cccs2)ccc1C(C)C	98	-5	1.1	1	9	0	0.0	-0.2	0	92
Cc1ccc2c(c1)-c1c(cnn1CC(=O)N(CCC#N)c1ccccc1)CO2	104	-11	0.85	-11	3	0	-1.0	-0.1	-13	98
Cc1c(NC(=O)/C(C#N)=C/c2cccs2)c(=O)n(-c2ccccc2)n1C	99	-3	1.1	-9	5	1	-0.4	0.0	1	95
O=C(NC1(C(F)(F)F)C(=O)Nc2c1c(=O)[nH]c(=O)n2Cc1ccccc1)c1ccc(Cl)cc1 (configuration not stated)	96	9	1	-9	-2	10	0.3	0.2	-6	102
Cn1ccnc1SCC(=O)Nc1cccc(S(=O)(=O)N2CCCCC2)c1	93	3	1.1	-14	-1	12	-2.3	-0.4	-1	101
Cc1cccc2nc(COc3ccc(Cl)c4cccnc34)cn12	97	-3	1.4	38	-33	4	-0.7	0.3	1	129*
COc1ccc(-c2noc(CN(C(=O)c3ccc(OC(C)=O)cc3)C(C)C)n2)cc1OC	106	1	0.91	-1	0	-1	2.9	-0.4	-1	100
Cn1c(N)c(C(=O)COC(=O)C2(c3ccc(F)cc3)CCCC2)c(=O)n(C)c1=O	107	9	0.69	19	-4	-2	-2.2	-0.2	-1	105
CCOC(=O)C(C(C)C)C(N)Cc1ccc(F)cc1 (configuration not stated)	103	1	1.1	35	-7	-3	-0.5	0.5	2	106
Cc1ncc(CCl)c2c1OC(C)(C)OC2	101	2	1.6	-3	0	0	1.7	0.2	-1	100
CCCN=Cc1c(CCC)[nH]n(-c2nc3ccccc3s2)c1=O	91	-4	1.1	2	2	14	2.5	0.0	-2	98
O=C(CSc1nc2ccccc2c(=O)n1Cc1ccco1)c1ccc(F)cc1	92	7	0.89	5	11	17	-2.9	-0.1	-7	90
O=C(O)CCCCCNS(=O)(=O)c1ccc(Cl)cc1	98	2	1	-3	5	6	-0.1	-0.6	-4	96
O=C(Nc1nnc(Cc2c[nH]c3ccccc23)s1)c1ccc(Cl)cc1Cl	133	-5	0.58	9	2	-43	-0.2	-0.4	2	98
COc1ccc(N(C(=O)c2cnccn2)C(C(=O)NC2CCCCC2)c2ccc(Cl)cc2)cc1 (configuration not stated)	99	3	.	-8	4	5	-0.5	0.0	.	97

(cont.)
SMILES	STAT3 act	TLR4 MyD88 comp	NF-kB expr up	APP 5'UTR act	STAT1 blocker	STAT3 blocker	DTT redox prof	Hsp70 activator	HMGR II inh	STAT1 act
Cc1oc(-c2ccccc2F)nc1CS(=O)(=O)CC(=O)NCCN(C)C1CCCCC1	102	1	0.99	-1	5	2	-0.9	-0.4	-12	95
Cc1csc(NC(=O)CSc2nnc(-c3ccco3)n2C)n1	96	17	1.3	-13	-2	9	1.0	-0.4	1	102
CC(C)OC(=O)c1c(NC(=O)c2ccco2)sc2c1CCCC2	98	2	1.1	1	3	4	1.0	-0.3	-2	96
COc1ccc(S(=O)(=O)N(CC(=O)NCc2ccco2)C2CCCCC2)cc1OC	80	12	1.2	-6	11	30	-3.1	-0.1	-4	91
Cc1cccc2cc(CN(Cc3ccco3)C(=O)Nc3cccc(C#N)c3)c(Cl)nc12	82	-2	0.72	1	4	31	1.2	-0.4	-4	96
Cc1noc(C)c1S(=O)(=O)NCc1ccc2c(c1)OCO2	.	.	1.2	4	.	.	-1.1	.	-5	.
CC(Sc1nnc(CNc2cccc3ccccc23)n1-c1ccccc1)C(=O)N/N=C/c1ccco1 (configuration not stated)	109	-3	1	5	-2	-4	-7.4	0.0	0	102
CCOc1cc(NC(=S)Nc2ccc(Cl)cc2)c(OCC)cc1NC(C)=O	97	-16	1.1	0	8	6	-0.1	-0.4	-6	91
